sdo1 growth = growth rescue of sdo1-depleted yeast, primary screen, S. cerevisiae, bone marrow failure model; S. cerevisiae sdo1-depleted JHY4D growth rescue, OD600 30 h; active compounds read high; pdr5 snq2 efflux-pump mutant strain; z-score at 10 µM; hit rate 0.21% among 140,000; AID 817, 2007;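 active means z-score above 3 at both the 24 hr and the 30 hr optical density reads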;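 further: z-score against mean and SD of all compound wells on the same plate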
Insulin prom inh = inhibitors of insulin promoter-driven GFP, primary screen, imaging, TRM-6 cells (human fetal islet line), eGFP reporter, cell count | reporter expression induced with tamoxifen | inhibition, % at 2 µM | hit rate 0.9% among 130,000 | AID 1273, 2008;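 active means inhibition above the mean plus 3 SD, with well images judged a real hit on visual review, cut at about 60% in these data, passing the limit was not always enough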
sdo1 growth Rescue 24 h = further read-out of sdo1 growth, marked with its call; z-score; S. cerevisiae sdo1-depleted JHY4D growth rescue, OD600; measured here: growth rescue at 24 h;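 0 is the plate mean of compound wells and units are plate SD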
* = called active by the depositor; & = joins results of further samples.

How did O=C(Cc1ccc(S(=O)(=O)N2CCCCC2)s1)Nc1ccc(F)c(F)c1 do in these assays?
sdo1 growth: -1.7; Insulin prom inh: 8; sdo1 growth Rescue 24 h: -1.6

Results for CN(C(=O)c1cnccn1)c1nnc(-c2cnccn2)s1 ?
sdo1 growth: -0.12&-0.33; Insulin prom inh: 57; sdo1 growth Rescue 24 h: -0.54&-0.75

Results for COc1ccc(NC(=O)CCSc2ccc(C)cc2)cc1S(=O)(=O)Nc1ccccc1Cl ?
sdo1 growth: -0.68; sdo1 growth Rescue 24 h: -0.57

How did COc1ccc(OC)c(Nc2ncnc3sc(-c4ccccc4)cc23)c1 do in these assays?
sdo1 growth: -0.31; sdo1 growth Rescue 24 h: -0.16

What do the screens show for `O=C(N/N=C\c1ccc(F)cc1)c1csnn1`?
sdo1 growth: 1.4; sdo1 growth Rescue 24 h: 2

Results for CCCCCN(C(=O)CN(C)Cc1ccc(OC)cc1OC)c1c(N)n(CCCC)c(=O)[nH]c1=O ?
sdo1 growth: 0.95; Insulin prom inh: -22; sdo1 growth Rescue 24 h: 0.44

How did COc1ccccc1Nc1nc(NCC2CCCO2)c2ccccc2n1 (configuration not stated) do in these assays?
Insulin prom inh: -38

Results for Cc1ccc(C(=O)N[C@H](C(=O)OCC(=O)c2ccc[nH]2)C(C)C)cc1 ?
sdo1 growth: 0.59; Insulin prom inh: -13; sdo1 growth Rescue 24 h: -0.07

What do the screens show for `COc1ccc(N2CCN(c3oc(COc4ccccc4)nc3C#N)CC2)cc1`?
sdo1 growth: 0.12; sdo1 growth Rescue 24 h: 0.24

Results for Fc1ccc(Nc2ncnc3sc4c(c23)CCC4)cc1 ?
sdo1 growth: -1.9; Insulin prom inh: -12; sdo1 growth Rescue 24 h: -1.9

What do the screens show for `CC(=O)c1c(OC(=O)c2ccc(C)cc2)c2ccccc2n1C`?
sdo1 growth: -1.1; Insulin prom inh: 100*; sdo1 growth Rescue 24 h: -0.95

Results for NS(=O)(=O)c1ccc(O)c(NC(=O)c2ccc([N+](=O)[O-])cc2)c1 ?
Insulin prom inh: -18

How did CSC1=C(C#N)C(c2ccc(Cl)cc2)C2=C(CC(C)(C)CC2=O)N1 (configuration not stated) do in these assays?
sdo1 growth: 0.13; sdo1 growth Rescue 24 h: -0.04

Results for CCOC(=O)C1=C(N)Oc2cc(C)n(C)c(=O)c2C1c1ccncc1 (configuration not stated) ?
sdo1 growth: 0.58; sdo1 growth Rescue 24 h: 0.51

What do the screens show for `Cc1cc(C)c(C)c(OCC(=O)N2CCCCCC2)c1`?
sdo1 growth: -0.47; Insulin prom inh: -40; sdo1 growth Rescue 24 h: -0.18

How did Cn1c(=O)cc(-c2ccccc2)c2ccccc21 do in these assays?
sdo1 growth: -0.56; Insulin prom inh: 30; sdo1 growth Rescue 24 h: -0.7

Results for CC(C)N1C(=O)CCN(C=O)c2ccccc21 ?
Insulin prom inh: -18

Results for CC(=O)CCS(=O)(=O)c1ccc(C)c(C)c1 ?
sdo1 growth: 1.6; Insulin prom inh: 15; sdo1 growth Rescue 24 h: 2.2

What do the screens show for `CCOC(=O)N1CCC(N(C(=O)Nc2ccccc2)C(C)CC)CC1` (configuration not stated)?
sdo1 growth: 0.41; Insulin prom inh: 15; sdo1 growth Rescue 24 h: 0.28

Results for Brc1cccc(OCCOCCn2ccnc2)c1 ?
sdo1 growth: 0.23; Insulin prom inh: -6; sdo1 growth Rescue 24 h: -0.69

Results for CCOC(=O)c1c(NC(=O)C[n+]2ccc(N(C)C)cc2)sc(C)c1C ?
Insulin prom inh: 19

Results for COc1ccc(-c2nn(-c3ccccc3)cc2/C=C2/SC(=S)N(Cc3ccco3)C2=O)c(C)c1 ?
sdo1 growth: 0.16; Insulin prom inh: -90; sdo1 growth Rescue 24 h: 0.17

What do the screens show for `O=C(O)c1cc(S(=O)(=O)Nc2ccc3oc(=O)sc3c2)ccc1O`?
sdo1 growth: 0.77; Insulin prom inh: 5; sdo1 growth Rescue 24 h: 0.53

Results for Cc1cc(C)c2c(n1)nn1c(-n3ccnc3)cc(C)nc21 ?
sdo1 growth: 0.19; sdo1 growth Rescue 24 h: -0.39

Results for O=C1NCCCC1C(=O)N1CCCCC1 (configuration not stated) ?
Insulin prom inh: 29

Results for CCCc1[nH][nH]c(=O)c1C(c1cccc(Cl)c1)C(C#N)C#N (configuration not stated) ?
sdo1 growth: -0.46; Insulin prom inh: -3; sdo1 growth Rescue 24 h: -0.57

How did COc1ccc(OCCN2C(=O)c3ccccc3C2=O)cc1 do in these assays?
Insulin prom inh: -108

What do the screens show for `CC1CCCCN1C(=O)CSc1nc(N)cc(=O)[nH]1` (configuration not stated)?
sdo1 growth: -0.03; Insulin prom inh: 9; sdo1 growth Rescue 24 h: -0.83

How did Cc1cc(C=O)c(C)n1-c1ccc(N2CCCC2)c([N+](=O)[O-])c1 do in these assays?
sdo1 growth: -1.1; sdo1 growth Rescue 24 h: 0.46

What do the screens show for `Cc1onc(-c2c(F)cccc2Cl)c1C(=O)NC(=S)NC1CCSC1=O` (configuration not stated)?
sdo1 growth: -0.68; Insulin prom inh: -38; sdo1 growth Rescue 24 h: 0.16

Results for COc1ccccc1OCc1nc(C#N)c(NCCCn2ccnc2)o1 ?
Insulin prom inh: 0

Results for COc1ccc2oc(=Nc3cc(F)ccc3F)c(C(N)=O)cc2c1 ?
Insulin prom inh: 21

Results for CCOC(=O)C1CCN(C(=O)N2CCOCC2)CC1 ?
sdo1 growth: 1; Insulin prom inh: -11; sdo1 growth Rescue 24 h: -0.82

How did CNC(=S)N1CCN(c2c(F)cc3c(=O)c(C(=O)O)cn(C4CC4)c3c2OC)CC1C (configuration not stated) do in these assays?
sdo1 growth: 0.71; Insulin prom inh: -17; sdo1 growth Rescue 24 h: 0.32

How did COc1cc(CNc2ncn[nH]2)cc(Br)c1OC do in these assays?
sdo1 growth: 0.64; Insulin prom inh: -38; sdo1 growth Rescue 24 h: 0.49

Results for N#C/C(=C\c1ccc(O)c(O)c1)S(=O)(=O)c1ccccc1 ?
sdo1 growth: -0.1; Insulin prom inh: 48; sdo1 growth Rescue 24 h: 0.11

How did Clc1ccc2oc3c(Cl)ncnc3c2c1 do in these assays?
sdo1 growth: 1.3; Insulin prom inh: -80; sdo1 growth Rescue 24 h: 0.51

What do the screens show for `COc1cc(CNCCSc2nnnn2C)cc(Br)c1OCc1ccc(F)cc1`?
sdo1 growth: -2.3; Insulin prom inh: 21; sdo1 growth Rescue 24 h: -1.8

What do the screens show for `O=C(NCc1nnc(SCC(=O)N2CCN(c3ccccc3)CC2)o1)c1ccco1`?
sdo1 growth: 0.87; Insulin prom inh: -24; sdo1 growth Rescue 24 h: 0.97

Results for Cc1ccc(S(=O)(=O)N2CCN(c3nc4ccccc4nc3-n3nc(C)cc3C)CC2)cc1 ?
sdo1 growth: 1.2; Insulin prom inh: -22; sdo1 growth Rescue 24 h: 3.6

Among those listed so far, these contain a nitro group on carbon.
Results for NS(=O)(=O)c1ccc(O)c(NC(=O)c2ccc([N+](=O)[O-])cc2)c1 ?
Insulin prom inh: -18

How did Cc1cc(C=O)c(C)n1-c1ccc(N2CCCC2)c([N+](=O)[O-])c1 do in these assays?
sdo1 growth: -1.1; sdo1 growth Rescue 24 h: 0.46

Additional records:
How did CN(C)CCCCCN(C)Cc1cc2ccccc2o1 do in these assays?
Insulin prom inh: -319

What do the screens show for `CC(C)NS(=O)(=O)c1ccc(NC(=O)NC2CCCCC2)cc1`?
sdo1 growth: 0.09; Insulin prom inh: 7; sdo1 growth Rescue 24 h: -0.75

What do the screens show for `O=C(c1cccnc1)N1CCN(c2ccc(Cl)cc2)CC1`?
sdo1 growth: 2; Insulin prom inh: 38; sdo1 growth Rescue 24 h: 1.2

What do the screens show for `COC(=O)c1cc(NC(=O)Cn2c(=O)cnc3ccccc32)cc(C(=O)OC)c1`?
sdo1 growth: 0.03; Insulin prom inh: -47; sdo1 growth Rescue 24 h: 1.8

What do the screens show for `COc1ccccc1CC(=O)Nc1ccc(F)cc1F`?
Insulin prom inh: -7

What do the screens show for `CCCNC(=O)CN(C)C(=O)c1n[nH]c2ccccc12`?
sdo1 growth: 0.69; Insulin prom inh: 39; sdo1 growth Rescue 24 h: 0.44

What do the screens show for `O=C(NCc1nnc(SCC(=O)N2CCCc3ccccc32)o1)c1ccccc1F`?
Insulin prom inh: -73

Results for Cc1cc2n(n1)SC(Nc1ccc(F)c(Cl)c1)N2 (configuration not stated) ?
sdo1 growth: -1.1; Insulin prom inh: 8; sdo1 growth Rescue 24 h: -1.4

Results for CS(=O)(=O)Nc1ccccc1C(=O)Nc1ccc2c(c1)OCCO2 ?
sdo1 growth: 0.72; Insulin prom inh: -70; sdo1 growth Rescue 24 h: 0.29

How did CCOC(=O)N1CCN(c2c(NCc3cccs3)c(=O)c2=O)CC1 do in these assays?
sdo1 growth: 0.22; sdo1 growth Rescue 24 h: -0.92

Results for O=C(Nc1ccccn1)[C@@H]1CCC(=O)N1C(=O)OCc1ccccc1 ?
sdo1 growth: 1.2; Insulin prom inh: 4; sdo1 growth Rescue 24 h: 0.62

How did O=C(c1cc2nc(-c3ccc(F)cc3)cc(C(F)(F)F)n2n1)N1CCCCC1c1cccnc1 (configuration not stated) do in these assays?
Insulin prom inh: 0

What do the screens show for `O=C(Nc1ccc(OCc2ccccc2)cc1)c1cccnc1`?
sdo1 growth: -0.67; Insulin prom inh: -6; sdo1 growth Rescue 24 h: -0.37

How did CC(C)N(C(=O)CSc1nnc(Cc2ccc3c(c2)OCO3)n1C)C(C)C do in these assays?
Insulin prom inh: -43

How did CC(C)c1nc2sc3c(=O)n(N)cnc3c2c2c1COC(C)(C)C2 do in these assays?
sdo1 growth: -1.1; Insulin prom inh: -43; sdo1 growth Rescue 24 h: -1.2

How did O=C(CSc1ccccc1C(=O)O)Nc1cccc(C(=O)O)c1 do in these assays?
sdo1 growth: -0.01; Insulin prom inh: -129; sdo1 growth Rescue 24 h: -0.1

Results for COc1cc(/C=N/NC(=O)Cc2c[nH]c3ccccc23)cc(OC)c1OC ?
Insulin prom inh: 12

How did Cc1ccccc1NC(=O)Cn1cnc2c(oc3nc4c(cc32)COC(C)(C)C4)c1=O do in these assays?
sdo1 growth: -0.13; Insulin prom inh: -33; sdo1 growth Rescue 24 h: -1.5

How did CC(C)COP(=O)(c1ccc(N(C)C)cc1)C(Nc1ccccc1)c1ccccc1 (configuration not stated) do in these assays?
sdo1 growth: -0.58; sdo1 growth Rescue 24 h: -0.57

Results for Cc1c(C(c2ccc(O)cc2)c2c(C)n(C)n(-c3ccccc3)c2=O)c(=O)n(-c2ccccc2)n1C ?
Insulin prom inh: 0

Results for CC(NC(=O)c1ccco1)C1CCCO1 (configuration not stated) ?
sdo1 growth: 0.18; Insulin prom inh: 0; sdo1 growth Rescue 24 h: -0.19

Results for O=C(CCSCc1cccc(Cl)c1)NC1CCCC1 ?
sdo1 growth: 0.66; Insulin prom inh: -19; sdo1 growth Rescue 24 h: 1.2

What do the screens show for `O=C(CCc1nc2ccccc2s1)c1ccccc1`?
sdo1 growth: 0.39; sdo1 growth Rescue 24 h: 0.53

Results for O=C(NCc1ccccc1)c1c(F)c(F)c(F)c(F)c1F ?
sdo1 growth: 0.46; Insulin prom inh: 38; sdo1 growth Rescue 24 h: 1.5

Results for CCCCOc1ccc(NC(=O)C(=O)NCCC2=CCCCC2)cc1 ?
sdo1 growth: 0; Insulin prom inh: -7; sdo1 growth Rescue 24 h: -0.14

Results for O=C(NNc1nc(-c2ccccc2)cs1)c1ccco1 ?
sdo1 growth: 0.72; Insulin prom inh: -3; sdo1 growth Rescue 24 h: 0.77

Results for COc1ccc2nc(/C=N/NC(=O)[C@H](CCSC)NC(=O)OC(C)(C)C)ccc2c1 ?
sdo1 growth: 0; sdo1 growth Rescue 24 h: 0.46

Ordered by count of non-hydrogen atoms (falling): some entries from above.
Results for Cc1c(C(c2ccc(O)cc2)c2c(C)n(C)n(-c3ccccc3)c2=O)c(=O)n(-c2ccccc2)n1C ?
Insulin prom inh: 0

How did CC(C)COP(=O)(c1ccc(N(C)C)cc1)C(Nc1ccccc1)c1ccccc1 (configuration not stated) do in these assays?
sdo1 growth: -0.58; sdo1 growth Rescue 24 h: -0.57

Results for CCCCOc1ccc(NC(=O)C(=O)NCCC2=CCCCC2)cc1 ?
sdo1 growth: 0; Insulin prom inh: -7; sdo1 growth Rescue 24 h: -0.14

Results for O=C(NCc1ccccc1)c1c(F)c(F)c(F)c(F)c1F ?
sdo1 growth: 0.46; Insulin prom inh: 38; sdo1 growth Rescue 24 h: 1.5

Results for O=C(NNc1nc(-c2ccccc2)cs1)c1ccco1 ?
sdo1 growth: 0.72; Insulin prom inh: -3; sdo1 growth Rescue 24 h: 0.77

Results for O=C(CCSCc1cccc(Cl)c1)NC1CCCC1 ?
sdo1 growth: 0.66; Insulin prom inh: -19; sdo1 growth Rescue 24 h: 1.2

The order is random (roughly 0.92% active in at least one column).
